mcGAS MS inh: blocks mouse cGAS cGAMP production. Q8C6L5. recombinant mouse cGAS, cGAMP by RapidFire MS. inhibition, % at 12.5 µM. 130,000 compounds, 0.18% hits. AID 1259397;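 active = inhibition of cGAS enzyme activity at or above 60%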;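 note: enzyme stimulated by 45 bp dsDNA with ATP and GTP substrates; cGAMP share of summed cGAMP plus half ATP and half GTP signals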
Target sequence (Q8C6L5 whole entry, looked up): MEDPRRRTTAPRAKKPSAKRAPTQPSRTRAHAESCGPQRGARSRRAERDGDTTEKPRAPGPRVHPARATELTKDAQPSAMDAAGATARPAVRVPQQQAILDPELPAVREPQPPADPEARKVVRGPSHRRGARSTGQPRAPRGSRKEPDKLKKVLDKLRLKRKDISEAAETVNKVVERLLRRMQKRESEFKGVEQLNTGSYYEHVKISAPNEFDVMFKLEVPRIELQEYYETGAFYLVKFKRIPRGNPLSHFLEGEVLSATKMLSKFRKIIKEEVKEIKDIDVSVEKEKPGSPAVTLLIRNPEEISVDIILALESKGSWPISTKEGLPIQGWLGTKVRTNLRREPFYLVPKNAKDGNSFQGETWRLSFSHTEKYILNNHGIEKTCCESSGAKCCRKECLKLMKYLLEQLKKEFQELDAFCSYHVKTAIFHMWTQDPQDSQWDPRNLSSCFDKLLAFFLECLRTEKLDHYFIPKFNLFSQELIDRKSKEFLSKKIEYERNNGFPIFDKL
* marks the source's active call; other numbers are inactive results; & = joins results of further samples. Not all compounds are listed; rates above refer to the full screens.

mcGAS MS inh	mol
-5	COc1cccc(CN(C)c2cncc3nncn23)c1
-11	CC(O)C(=O)N1CCC(c2[nH]ncc2Cc2ccccc2)CC1 (stereo not given)
5	O=C(CNc1cccc(C(F)(F)F)c1)Nc1cccc2ccccc12
-4	O=S(=O)(NCCSC1CCCC1)c1ccccc1Cl
-4	O=C(CCN1CCCO1)N1CCC(c2n[nH]c(=O)n2-c2ccccc2)CC1
-14	CCOC(=O)c1nsc(C(=O)OCC)c1N
-4	Cc1ccc(C)c(OC2CCN(CCn3cnc4ccccc4c3=O)CC2)c1
-1	O=C(Nc1ccccc1C(F)(F)F)N1CCCCC1CCn1ccnc1 (stereo not given)
-5	Cc1nn(C(C)C)c(C)c1CN(C)C(=O)c1ccc(CSc2ncccn2)o1
-5	COC(=O)C1=C(C(=O)OC)SC(=C2C(=S)C(C)(C)N(C(=O)C3CC3)c3ccc(C)cc32)S1
-13	O=C(COc1ccccc1)NCc1nnc(SCC(=O)N2CCc3ccccc32)n1-c1cccc(C(F)(F)F)c1
-1	COc1ccc(Cl)c2sc(N3CCN(C(=O)c4ccco4)CC3)nc12
1	Fc1cccc(Cl)c1CNCCNc1ccccc1
-13	Cc1ccc(S(=O)(=O)Nc2c(C)nn(C)c2C)cc1C
-2	CC(OC(=O)Cc1ccc(OC(F)F)cc1)C(N)=O (stereo not given)
3	CCN(C(=O)C1CC2CCCC(C1)C2=O)C1CC1 (stereo not given)
-7	Cc1nc(-c2ccc(Cl)cc2Cl)nc(C)c1C#N
-27	Cc1cc(NCCCn2cncn2)nc(-c2cccnc2)n1
-4	O=C(CN1CCN(S(=O)(=O)c2c(Cl)cccc2Cl)CC1)NC1CCCCC1
-5	Cc1nc(CNC(=O)CCNS(=O)(=O)c2ccc(F)cc2)cs1
-20	c1ccc(Oc2cccc(CN3CCC4(CCNCC4)C3)c2)cc1
17	Cc1ccn2c(=O)c(NC(=O)c3ccc(F)cc3F)c(C)nc2c1
-4	COc1ccc2nccc(Cl)c2c1
-8	CCOc1ccc2c3c1C(C)(C)CC3(C)N(c1ccc(F)cc1)C(=O)N2 (stereo not given)
-14	CSCC(C(=O)O)N1C(=O)C2CCCCC2C1=O (stereo not given)
-4	CCN(CCO)c1ccc(Nc2cc(-c3ccc(OC(F)(F)F)cc3)ncn2)cc1
-53	Cc1ccc(S(=O)(=O)N2CCC3(CCOC3)C2)cc1N(C)C (stereo not given)
1	Cc1ccc2cc(C(=O)Nc3ccc4c(c3)n(C)c(=O)n4C)c(C)nc2c1
20	Cc1cccc2c(NCCNC(=O)c3ccco3)c(C#N)cnc12
-10	CC1(CNC(=O)NCC(=O)N2CCCCC2)CCCC1
-3&8	COc1ccc(-c2[nH]ncc2CN2CCSCC2)c(OC)c1
-27	Cc1nc(N2CCc3ccccc32)c2sc(=S)n(C)c2n1
-5	CCc1noc(CC)c1CN
-11	COc1ccc(NC(=O)CSc2nnc(CNC(=O)c3ccco3)n2-c2ccc([N+](=O)[O-])cc2)cc1
-1	Cc1nn(C)c(C)c1NS(=O)(=O)c1c(C)n[nH]c1C
-3	O=C(NCc1cc(-c2ccc(F)cc2F)on1)c1ccc(=O)oc1
-32	C[C@@]1(O)CCN(C(=O)Cn2cccn2)C[C@@H]1Cc1ccccc1
-5	C/C=C/C(=O)Nc1ccccc1-c1ccc(C(C)N2CCOCC2)cc1 (stereo not given)
-5	O=C(NCCc1ccccc1)C(C1CCCC1)N1CCN(C(=O)c2ccc(F)cc2)CC1 (stereo not given)
6	O=C1CC(Nc2cnc3ccccc3n2)CN1Cc1ccccc1Cl (stereo not given)
-4	C=C(C)COc1cccc(C(=O)NCc2cncn2CC)c1
-5&-2	O=C(NCCc1ccccc1)C1CCN(C2CCN(C(=O)c3ccccn3)CC2)CC1
-6	Cc1cnoc1C(=O)OCc1noc(C(C)(C)C)n1
8	Cc1cnc(C)c(N2CCN(Cc3cnc(S(C)(=O)=O)n3CC(C)C)CC2)n1
-4	C=C(C)Cn1c(=O)c2c(nc3n2CC(C)CN3c2ccc(OC)cc2)n(C)c1=O (stereo not given)
-10	CC(C)CC(C)NC(=O)c1c(Cl)nc2ccccn12 (stereo not given)
2	Cc1noc(C)c1C1CCCN1C(=O)CCNC(=O)c1ccc(F)cc1 (stereo not given)
-9	Cc1cc(NC(=O)CN2CCOc3ccccc32)no1
-4	CCC(Sc1nncn1CC(F)(F)F)c1ccc(F)cc1 (stereo not given)
1	CC1=C(C(=O)O)N2C(=O)[C@@H](NC(=O)C(N)c3ccccc3)[C@H]2SC1 (stereo not given in full)

Looked up above.
For mcGAS MS inh, `Cc1nn(C)c(C)c1NS(=O)(=O)c1c(C)n[nH]c1C` is listed with -1
For mcGAS MS inh, `COc1ccc(NC(=O)CSc2nnc(CNC(=O)c3ccco3)n2-c2ccc([N+](=O)[O-])cc2)cc1` is listed with -11

(continued)
mcGAS MS inh	mol
-14	CCSc1ncc(-c2c(-c3ccccc3)ncn2Cc2cccnc2)cn1
-7	FC(F)(F)c1cccc(N2CCN(C3CCCN(Cc4c[nH]c5ccccc45)C3)CC2)c1 (stereo not given)
-12	Cc1c(CNC(=O)c2cc(COc3ccccc3F)[nH]n2)oc2ccccc12
-2	c1ccc(-c2cn3c(nc4ccccc43)[nH]2)cc1
0	Cc1onc(-c2c(Cl)cccc2Cl)c1C(=O)Nc1cccc(F)c1
-16	CN1CC2(CCN(C(=O)c3cccc4cc[nH]c34)C2)OC1=O (stereo not given)
-12	CC1SCCN1S(=O)(=O)c1ccc(Cl)cc1 (stereo not given)
-12	O=C1NC(C(F)(F)F)CCC1C(=O)N1CCc2ccccc2C1 (stereo not given)
-7&-1	CC1CCN(Cc2nnnn2CCCC(=O)NC2CCc3ccccc32)CC1 (stereo not given)
-10	Cc1nn(Cc2cccc(C(=O)N[C@H](C)C(C)(C)C)c2)c(C)c1Br
1	CC(=O)Nc1ccc(F)c(NC(=O)c2cc(C)c(C)s2)c1
2	CSC(C)C(=O)N1CCC(Nc2ccccc2)CC1 (stereo not given)
-7	COc1ccc(Cn2ccc3c(nnc4c(-c5ccccc5)cnn43)c2=O)cc1
-2	FC(F)(F)c1cccc(CNc2nc(CN3CCOCC3)nc3sc4c(c23)CCC4)c1
-4	COc1cc(OC)c2c(=O)c(O)c(-c3ccc(OC)c(OC)c3)oc2c1
-13	c1ccc(C(CC2CN(Cc3nccs3)CCO2)c2ccccc2)cc1 (stereo not given)
-8	COc1ccc(/C=C/C(=O)N2CCCC(c3nc(-c4cccnc4)ncc3C)C2)cc1 (stereo not given)
-1	O=C(CN1CCN(C(=O)c2ccccc2)CC1)Nc1ccc(N2CCCCCC2)cc1
0	Cc1cc(=O)[nH]c(SCCOc2ccccc2OCc2ccccc2)n1
-5	Cc1cc(NC(=O)COc2ccc3c(c2)CCCC3=O)no1
-3	CCCc1nnc2sc(-c3c(C)nc4ccccn34)nn12
7	CCCCNC(=O)NS(=O)(=O)c1ccc(OC(F)(F)F)cc1
0&0	CC(=O)c1cccc(CN2CCCC(CNC(=O)c3cccs3)C2)c1 (stereo not given)
-25	Cc1cccnc1CN(C)Cc1nccn1C
9	CC(=O)c1c(C)[nH]c(C(=O)OCc2nc(-c3ccc(C)cc3)no2)c1C

Sorted by SMILES length (high to low): part of the list above.
mcGAS MS inh	mol
-13	O=C(COc1ccccc1)NCc1nnc(SCC(=O)N2CCc3ccccc32)n1-c1cccc(C(F)(F)F)c1
-2	FC(F)(F)c1cccc(CNc2nc(CN3CCOCC3)nc3sc4c(c23)CCC4)c1
9	CC(=O)c1c(C)[nH]c(C(=O)OCc2nc(-c3ccc(C)cc3)no2)c1C
-2	c1ccc(-c2cn3c(nc4ccccc43)[nH]2)cc1

The listing continues.
mcGAS MS inh	mol
-5	FC(F)(F)c1ccnn1-c1c(Cl)cc(Cl)cc1Cl
-4	Cc1noc(C(C)NS(=O)(=O)c2ccc(OC(C)C)c3ccccc23)n1 (stereo not given)
5	CNC(=O)c1ccc2c(c1)ncn2-c1ccc(C)cc1C
-7	CC(C)C1CN(C(=O)c2ccncc2F)c2ccccc2N1 (stereo not given)
-14	CN(C)CCNC(=O)c1cnc(-c2ccccc2)nc1Oc1ccccc1F
-9	CC1(C(=O)NCc2ccc3c(c2)OCO3)CCN1Cc1ccccc1Cl (stereo not given)
-3	Cc1ccsc1C=NN=C(N)N
-1	CC(NS(=O)(=O)c1ccc(Br)cc1)c1ccccc1F (stereo not given)
-35	COc1ccc(CC2CC(=O)N2)cc1 (stereo not given)
-13	O=C1CSC2=NCN(c3ccc(F)cc3)CN12
-1	Cc1cccc(NC(=O)c2c(-c3ccccc3Cl)noc2C)c1
-7	COc1ccc(CN2CCNC(=O)C2CC(=O)N2CCCCCCC2)cc1OC (stereo not given)
-11	CCc1nnc(CN(CC)C(=O)c2csc(-c3cccs3)n2)o1
-10	Cc1[nH]c2ccccc2c1C(c1ccccn1)N1CCC(C)CC1 (stereo not given)
-5	CC(=O)Oc1ccc(Cn2cc(C(=O)NCc3ccco3)sc2=O)cc1
-13	O=C(O)C1CC(=O)N(CCc2cnn(-c3ccccc3)c2)C1 (stereo not given)
88*	CCOC(=O)c1cc(C(=O)OCC)c2c(C)cc(C)cc(C)c1-2
-2	CC(=O)N1CCC(C(=O)Nc2cnn(-c3ccccc3Cl)c2)CC1
-11	Cc1cc(=O)n2nc(Sc3ccc(F)c(Cl)c3)sc2n1
-2&-1	C=CCc1ccccc1OCC(O)CNC(C)C (stereo not given)
1	COc1cc(OC)c(C2c3cccn3CCCN2Cc2ccc(F)cc2)cc1OC (stereo not given)
-3	O=C(NC1CCCC1)c1cnc(N2CCN(CCOc3ccccc3)CC2)c(Cl)c1
-3	O=C(C1CCN(CN2C(=O)C3CC=CCC3C2=O)CC1)N1CCCCCC1 (stereo not given)
-6	NC(=O)C1CCN(C(=O)C2CCCN(S(=O)(=O)N3CCCCCC3)C2)CC1 (stereo not given)
2	COc1ccc(-c2ccc3ncnc(N4CCN(C)CC4)c3c2)c2cccnc12

In the list so far, these have a tert-butyl group:
mcGAS MS inh	mol
-6	Cc1cnoc1C(=O)OCc1noc(C(C)(C)C)n1
-10	Cc1nn(Cc2cccc(C(=O)N[C@H](C)C(C)(C)C)c2)c(C)c1Br

Returning to the listing, starting 6 compounds before the break.
mcGAS MS inh	mol
-2&-1	C=CCc1ccccc1OCC(O)CNC(C)C (stereo not given)
1	COc1cc(OC)c(C2c3cccn3CCCN2Cc2ccc(F)cc2)cc1OC (stereo not given)
-3	O=C(NC1CCCC1)c1cnc(N2CCN(CCOc3ccccc3)CC2)c(Cl)c1
-3	O=C(C1CCN(CN2C(=O)C3CC=CCC3C2=O)CC1)N1CCCCCC1 (stereo not given)
-6	NC(=O)C1CCN(C(=O)C2CCCN(S(=O)(=O)N3CCCCCC3)C2)CC1 (stereo not given)
2	COc1ccc(-c2ccc3ncnc(N4CCN(C)CC4)c3c2)c2cccnc12
3	O=C(CC1CCS(=O)(=O)C1)Nc1ccc[nH]c1=O (stereo not given)
-2	CCCc1cc(N2CCCN(Cc3ccccn3)CC2)nc(C)n1
-21	CCCOC1CCCN(Cc2ccc(NC(C)=O)cc2)C1 (stereo not given)
9	N#CC1=C2C=CC=CN2C(c2ccccc2)(C(F)(F)F)NC1=S (stereo not given)
-31	O=C(Nc1ccccc1)C(=O)N1CCC(c2[nH]ncc2-c2ccccc2)CC1
-7	COc1ccc2c(COC(=O)c3cc(=O)c4ccccc4o3)cc(=O)oc2c1
2	Cc1ccc(Nc2nc3ccccc3c3nncn23)cc1F
2	Cc1noc(C)c1S(=O)(=O)N1CCC(C(=O)O)CC1
-7&-3	CCOC(=O)N1CCN(C(=O)C2CCC(=O)N(CCCc3ccccc3)C2)CC1 (stereo not given)
-23	COc1cc(=O)n(-c2ccccc2)nc1C(=O)Nc1nc2ccc(C)cc2s1
-18	Cc1[nH]c2ccccc2c1S(=O)(=O)CCNC(=O)NCCc1ccccc1
-7	COc1cc(C2Nc3ccccc3C(=O)N2c2ccccc2)cc(O)c1O (stereo not given)
-5	Cc1ccc(C)c(C2CN(S(=O)(=O)CCCC#N)C(C)CO2)c1 (stereo not given)
-2	Cc1noc2nc(C3CC3)cc(C(=O)NNC(=O)c3cccc(O)c3)c12
-3	C=C1CC2C3C=C(C)C4=CC(=O)CC[C@]4(C)C3CC[C@]2(C)[C@@]1(OC(C)=O)C(C)=O (stereo not given in full)
8	Cc1nc(SCC(=O)Nc2cc(C(F)(F)F)ccc2Cl)c2c(=O)n(C)c(=O)n(C)c2n1
-4	Cc1ccc(-c2nnc(SCC(=O)N(C)Cc3ccc(N(C)C)cc3)o2)cc1C
-1	Cc1nn(-c2ccccc2)c2c1C(c1ccncc1)N1N=NN(c3ccccc3)C1=N2 (stereo not given)
-22	C=CCC(C)(C)CN1CCC(C(=O)N2CCCC2)CC1
-3	CCCCNC(=O)COC(=O)c1ccc(Cl)c([N+](=O)[O-])c1
-49	CCc1cc(CN2CC[C@@H](c3ccc4ccccc4c3)[C@H](O)C2)on1
2	CN(Cc1ccco1)C(=O)c1nn(C)c2c1CC(NCc1nc3ccccc3s1)CC2 (stereo not given)
-3	CCN(CC)S(=O)(=O)NC(CS(C)(=O)=O)c1ccccc1 (stereo not given)
-24	COc1cccc(C(=O)N2CCN(Cc3cnn(C)c3C3CC3)CC2)c1
-11	CC(C)Oc1ccc(S(=O)(=O)N2CCOCC2)cc1NC(=O)CN1CCNC(=O)C1
-2	COc1cncc(C(N)=N/N=C(\C)c2ccncc2)n1
-11	COc1cccc(CN2CCN(c3ncccc3C)CC2)c1O
11	N#CCC(=O)NN
-11	Cc1cc(CNCCCn2ccnc2)c(C)n1-c1ccc2c(c1)OCO2
